CHO parental Ca = counter-screen for OX1R antagonists: effect in parental CHO cells. parental CHO-K1, ATP-induced calcium, Fluo-8 fluorescence. inhibition, % at 5.6 µM. 330,000 tested, 0.63% active. AID 463079;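 active means inhibition above that plate's mean sample inhibition plus 3 SD, cut at about 26% in these data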;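 further: 0% = ATP-challenged DMSO wells and 100% = DMSO wells without ATP; some compounds past the cut are filed as inactive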
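Material – parental CHO cells · Reagent – ATP stimulus · Compound – single nominal dose of 5.6 µM per compound · Detection – Fluo-8 fluorescence · Read-out basis – percent inhibition of calcium signal · Controls – ATP-challenged DMSO wells low, unchallenged DMSO wells high · Repeats – no replicates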
CHO-K1 Ca antag = M1 antagonist counterscreen hit in parental CHO-K1 cells | inhibition, % at 3 µM | AID 602250 | 360,000 tested, 0.6% active | ATP-induced calcium, Fluo-8 fluorescence;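 active means inhibition above a per-plate cutoff, the plate's mean sample inhibition plus 3 SD, cut at about 24% in these data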;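 further: 0% = DMSO plus EC80 ATP and 100% = DMSO alone without ATP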
GPR7 antagonist = blocks human GPR7 receptor signaling; GPR7-expressing cells, fluorescence antagonist assay; inhibition, % at 4.4 µM; 290,000 tested, 1.1% active; AID 1861; in the data active means inhibition above about 16%, passing the limit was not always enough;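 further: cells stimulated with the agonist NPW; 0% = agonist with vehicle and 100% = vehicle without agonist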
Target sequence (P48145 whole entry, looked up): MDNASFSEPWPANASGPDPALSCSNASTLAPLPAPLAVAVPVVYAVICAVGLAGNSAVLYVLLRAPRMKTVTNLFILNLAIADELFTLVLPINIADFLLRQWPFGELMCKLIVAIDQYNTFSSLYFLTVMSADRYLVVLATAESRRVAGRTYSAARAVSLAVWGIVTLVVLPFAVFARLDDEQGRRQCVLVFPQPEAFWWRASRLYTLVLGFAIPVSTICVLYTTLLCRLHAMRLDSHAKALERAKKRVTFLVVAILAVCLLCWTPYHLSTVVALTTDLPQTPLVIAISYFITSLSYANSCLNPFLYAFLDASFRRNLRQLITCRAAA
OXTR potentiator = human OXTR potentiation; P30559; CHO-OTR cells, Fluo-8 calcium fluorescence, potentiator mode; 0% = oxytocin EC15, 100% = EC100; activation, % at 3 µM; 320,000 tested, 0.061% active;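 active means activation above that plate's cutoff, the mean activation of tested compounds plus 3 SD, cut at about 6.6% in these data, passing the limit was not always enough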;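 further: 100% uses oxytocin at 75 nM as the full agonist control; some results filed as inactive read as strong as hits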
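Material: human OTR in CHO cells. Compound: 3.0 µM, one dose. Timing: compound 6 min at room temperature before oxytocin, 100 s read. Evaluation: % activation of max/min ratio relative to oxytocin controls. Replication: single well per compound, singlicate. Signal: Fluo-8 calcium dye fluorescence.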
OXTR agonist = human OXTR agonism; activation, % at 3 µM; AID 2435; CHO-OTR cells, Fluo-8 calcium fluorescence; normalized: DMSO 0%, oxytocin 100%; P30559; 320,000 tested, 0.32% active;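 active means activation above the mean of all tested compounds plus 3 SD, cutoff set per screening run, cut at about 20% in these data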;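 further: peak over basal fluorescence ratio from a 100 s FLIPR kinetic read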
M1 ag parental = nonselective activator or artifact in parental CHO-K1 cells | Fluo-8 calcium fluorescence; scaled to maximal ATP response, vehicle zero | activation, % at 3 µM | 360,000 tested, 0.48% active | AID 602248; in the data active means activation above about 15%;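 further: untransfected CHO-K1 host cells lacking M1 receptor as counterscreen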
CHO-K1 Ca PAM = M1 PAM counterscreen hit in parental CHO-K1 cells | ATP EC20, Fluo-8 calcium fluorescence; 0% at ATP EC20, 100% at ATP max | activation, % at 3 µM | 360,000 tested, 0.02% active | AID 602247;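 active means activation above the run cutoff, the mean activation of all test compounds plus 3 SD, cut at about 40% in these data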;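 further: peak over basal fluorescence ratio in a 140 s read after ATP addition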
V1aR counter = counter-screen for oxytocin receptor agonists: human V1a receptor agonists; activation, % at 3 µM; P37288; CHO-V1R cells, Fluo-8 calcium fluorescence, agonist mode; 0% DMSO, 100% 3 nM vasopressin; 320,000 tested, 0.25% active;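 active means activation above the mean activation of all tested compounds plus 3 SD, per screening run, cut at about 20% in these data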;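 further: signal is peak over basal fluorescence ratio across a 100 second FLIPR read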
Target sequence (P37288 whole entry, looked up): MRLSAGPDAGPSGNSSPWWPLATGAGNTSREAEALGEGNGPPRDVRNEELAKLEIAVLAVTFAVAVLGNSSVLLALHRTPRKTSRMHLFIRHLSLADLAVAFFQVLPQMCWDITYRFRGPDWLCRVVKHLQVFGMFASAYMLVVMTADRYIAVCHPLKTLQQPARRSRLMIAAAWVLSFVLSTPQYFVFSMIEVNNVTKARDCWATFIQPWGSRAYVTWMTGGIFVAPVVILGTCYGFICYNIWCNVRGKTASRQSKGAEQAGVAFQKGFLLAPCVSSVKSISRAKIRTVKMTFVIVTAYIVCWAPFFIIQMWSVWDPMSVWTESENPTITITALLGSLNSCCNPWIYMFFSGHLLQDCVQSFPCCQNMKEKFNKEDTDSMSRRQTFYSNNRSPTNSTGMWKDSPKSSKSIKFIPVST
TAAR1 antagonist = human TAAR1 antagonism; Q96RJ0; CHO RD-HGA16 TAAR1, Fluo-8 calcium fluorescence, antagonist; inhibition, % at 3 µM; 360,000 tested, 1.5% active; AID 624466;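 active means inhibition above a per-plate cutoff, the mean inhibition of test compounds on that plate plus 3 SD, cut at about 49% in these data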;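 further: 0% = DMSO plus EC80 beta-PEA response and 100% = DMSO alone without agonist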
Target sequence (Q96RJ0 whole entry, looked up): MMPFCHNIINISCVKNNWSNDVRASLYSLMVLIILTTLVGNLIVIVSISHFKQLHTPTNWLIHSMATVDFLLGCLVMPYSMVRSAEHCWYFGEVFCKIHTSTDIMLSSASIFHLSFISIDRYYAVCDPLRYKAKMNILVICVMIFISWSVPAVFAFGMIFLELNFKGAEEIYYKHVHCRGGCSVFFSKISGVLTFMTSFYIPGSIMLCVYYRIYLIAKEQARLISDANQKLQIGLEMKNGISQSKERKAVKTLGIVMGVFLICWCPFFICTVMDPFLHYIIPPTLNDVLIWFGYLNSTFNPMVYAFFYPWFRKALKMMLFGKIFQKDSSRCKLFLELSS
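Material: CHO RD-HGA16 cells bearing hTAAR1; compound dosing: one-point dosing, 3 µM nominal final; schedule: dye loading 75 min at 37 °C, then 30 min room temperature; measured by: calcium fluorescence with Fluo-8; control set: vehicle and agonist controls; replication: n of 1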
Numbers without * were called inactive; / = not tested or not shown. Not a hit list. About 3.5% of those tested had a hit in this group.

SMILES	CHO parental Ca	CHO-K1 Ca antag	GPR7 antagonist	OXTR potentiator	OXTR agonist	M1 ag parental	CHO-K1 Ca PAM	V1aR counter	TAAR1 antagonist
OC(c1ccc(F)cc1)c1ncc(-c2ccc(Oc3ccccc3)cc2)[nH]1 (stereo not drawn)	/	0	/	/	/	0.3	-2	/	23
C=CCNc1nc2ccccc2nc1NS(=O)(=O)c1ccc(Br)cc1	-15	-7	5	-5	5.8	7.3	1	5.7	-2
Cc1ccc(OCC(=O)Nc2ccc(N3CCN(S(C)(=O)=O)CC3)cc2)c(C)c1	1	-16	-1	0	1.4	0.5	8	-0.5	-1
CN1OC[C@@H]2CN(S(=O)(=O)c3cccc(C(F)(F)F)c3)[C@H](c3ccc(N4CCCCC4)cc3)C[C@@H]21	/	16	/	/	/	-0.1	13	/	-16
O=C(CCC(=O)Nc1ccc(F)cc1)N/N=C/c1ccc(F)cc1	-9	2	4	0	1.0	1.3	-4	4.0	-10
C[C@H](CO)N1C[C@H](C)[C@@H](CN(C)C(=O)Nc2ccc(C(F)(F)F)cc2)Oc2ccc(NC(=O)Nc3ccccc3)cc2C1=O	6	16	/	-5	1.2	0.1	-9	1.0	-11
Cc1cccc(C(=O)Nc2nnc(Cc3ccccc3)s2)c1	-16	-4	-11	-16	-2.1	0.4	11	-0.3	-8
Cc1cc(C)cc(NC(=O)C2C3C=CC4(O3)C2C(=O)N(CCCN(C)C)C4C(=O)NC2CCCC(C)C2C)c1 (stereo not drawn)	-8	-1	12	-12	0.8	0.3	8	0.4	-5
Nc1cc(Br)c(N)c(Br)c1	-3	-6	7	-5	-0.2	0.1	4	-0.8	10
O=C(Nc1ccccc1)c1ccc(=O)[nH]n1	2	4	-7	-3	1.5	-0.7	0	1.3	-25
CCOc1ccc(CN(C)CC(=O)Nc2ccccc2C(=O)NC2CC2)cc1	/	7	/	/	/	0.1	-13	/	22
COc1cccc(NC(=O)CN(C)C(=O)CNC(=O)c2ccc(Oc3ccccc3)cc2)c1	-2	-2	/	-12	-0.8	2.0	6	1.9	0
CCCCN(C(=S)Nc1cccc(C)c1C)c1c(N)n(CCC)c(=O)[nH]c1=O	-7	-10	-3	7	1.4	0.5	12	-0.1	-10
COc1ccccc1N1CCN(S(=O)(=O)CCNC(=O)CC2CCCC2)CC1	/	6	/	/	/	6.5	-10	/	12
C[C@H](NC(=O)c1ncn2c1c(=O)[nH]c1ccc(Br)cc12)c1ccccc1	/	15	/	/	/	0.3	-9	/	-20
Cc1cccc(NC(=O)C2CC(=O)n3ncnc3N2)c1 (stereo not drawn)	-3	8	-11	-2	0.0	11	2	3.7	-44
CC1CCCCC1NC(=O)CCn1c(=O)sc2ccccc21 (stereo not drawn)	-7	-8	0	3	0.1	1.1	22	0.5	-20
Cc1ccc(NC(=O)CCNS(=O)(=O)c2ccc3c(c2)CCC(=O)N3)cc1	-11	-19	-3	-1	0.1	0.9	19	0.0	-13
CS(=O)(=O)N(CC(=O)N1CCCCCC1)c1cccc(F)c1	0	-13	-17	-6	1.5	0.1	11	0.2	5
Cc1cc(C)nc(N/N=C/c2ccccc2OCC(=O)O)n1	-3	18	19	-20	0.1	3.1	12	-0.4	-8
OCC1(Cc2ccc(F)cc2F)CCCN(CCCc2ccccc2)C1 (stereo not drawn)	-19	9	-1	-11	0.2	0.2	6	0.0	12
COc1cc(-n2ccnc2SC)c(Cl)cc1Cl	-33	-24	6	-6	4.4	4.0	39	0.4	-8
CC(=O)NCCCc1nc2ccccc2n1Cc1ccccc1C	-13	-17	-7	-5	-0.3	0.6	8	0.0	3
Nn1c(SCC(=O)Nc2cccnc2Cl)nnc1-c1ccccc1	-4	-15	/	-2	-0.1	0.1	17	0.5	/
COc1ccc(C(=O)COC(=O)c2ccc3c(c2)NC(=O)CS3)c(OC)c1	-4	3	/	-13	0.5	5.2	-2	3.4	37
COc1ccc(C(C)C)cc1S(=O)(=O)Nc1ncn[nH]1	1	-16	-9	-3	0.6	0.2	21	0.2	-16
CCOC1CCCc2oc(-c3ccc(OC)cc3)c(C#CCCO)c21 (stereo not drawn)	/	-2	/	/	/	0.2	11	/	-8
CC(NS(=O)(=O)c1ccc(Br)cc1)C(=O)NCC1CCCO1 (stereo not drawn)	-9	-6	-6	-1	0.0	0.4	-15	0.4	-11
COc1ccc(OC)c2sc(NC(=O)CCSc3ccccc3)nc12	0	3	0	-9	-1.0	0.6	14	0.6	3
CC(=O)n1nc(-c2cccnc2)nc1N	3	5	-5	1	-0.5	0.1	3	0.7	-3
CC(=O)NC(Cc1ccc(F)c(F)c1)C(=O)NC1CCN(c2nnnn2-c2ccccc2)CC1 (stereo not drawn)	10	-8	8	-8	0.0	0.2	6	-1.0	6
COC(=O)C1=C(C)NC(=O)NC1c1ccc(OC)c(OC)c1 (stereo not drawn)	/	-7	/	/	/	0.5	11	/	3
COCCNC(=O)CN1C(=O)c2cccc3cccc1c23	2	0	-11	-10	-0.8	0.4	-10	-0.2	-34
CC1CCN(CC(=O)Nc2ccc(Br)cc2[N+](=O)[O-])CC1	-14	-6	-8	-6	-1.5	-0.3	19	-1.0	19
CCOc1cccc(C(=O)N2CCCCC2c2cccnc2)c1 (stereo not drawn)	-4	0	-6	-8	1.6	0.1	7	-0.8	-11
COc1ccc(OC)c(/C=C/C(=O)N(C)CC(=O)Nc2ccc(N3CCOCC3)cc2)c1	-4	-11	/	-4	-0.4	0.2	3	0.0	4
Cc1ccc(C)c(N(C(=O)Cn2nnc3ccccc32)C(C(=O)NC(C)(C)C)c2ccsc2)c1 (stereo not drawn)	-17	-15	4	-3	-0.3	1.8	12	-0.8	-9
Cc1ccc(-n2c(SCC(=O)NCc3ccco3)nnc2-c2cccnc2)c(C)c1	-15	-4	1	-5	-1.1	-0.1	1	-0.2	4
O=C(O)c1ccc2c(c1)S(=O)(=O)c1ccccc1C2=O	/	-1	1	/	/	1.1	10	/	/
CCCn1c(SCC(=O)NCc2ccco2)nnc1C(C)C	-5	0	-15	-6	1.5	0.1	9	0.6	-8
CCOC(=O)CN1C(=O)N[C@@H](c2cccc(F)c2)C(C(C)=O)=C1C	-15	-13	/	-1	0.3	0.6	13	0.1	16
Cc1cnc2cc(Cl)c(Cl)cc2n1	1	-4	-5	-7	0.1	0.6	18	-0.7	-12
COc1ccc(S(=O)(=O)N(C)CC(=O)NCCN2CCOCC2)cc1C	-11	-15	-12	-6	0.5	0.6	9	0.1	-1
CCn1c(SCC(=O)Nc2nccs2)nnc1-c1ccncc1	3	6	1	-6	0.4	0.0	-4	0.4	4
C=CCNc1nc(Cl)nc(Nc2ccc(OC)cc2)n1	-18	9	-12	-1	-1.3	-0.6	-11	-0.9	12
CCc1ccccc1NC(=O)CN1CCN(CC(=O)NCc2ccc(Cl)cc2)CC1	-21	-15	/	-5	0.9	2.8	10	1.9	-3
CCN(CC)S(=O)(=O)c1ccc(C(=O)NNC2=NS(=O)(=O)c3ccccc32)cc1	-1	9	-12	-2	1.2	5.6	-7	0.4	3
COc1ccc(/C=N/Nc2ncnc3c2[nH]c2ccccc23)c(OC)c1OC	-14	-11	-9	-7	-0.5	2.5	28	-1.2	-6
Cc1sc(NC(=O)C2CSC3(C)CCC(=O)N23)nc1-c1ccccc1 (stereo not drawn)	-16	12	/	-4	1.5	0.1	-11	0.0	-25
Cc1ccccc1OCC(=O)NCCN(C)C	2	-6	-12	-2	2.3	0.8	11	1.7	-8
COc1ccc(CCNC(=O)CC(c2ccccc2)c2cc(C)ccc2O)cc1OC (stereo not drawn)	-4	3	12	-6	0.3	8.7	-10	5.8	/
Cc1ccc(Sc2cc(C(F)(F)F)nc(N(C)C)n2)cc1	-14	14	12	-11	-0.6	-0.1	-8	-0.6	-9
COc1ccc(C)cc1C(=O)CCC(=O)Nc1ccccc1N1CCOCC1	-11	-9	-6	-6	-0.7	1.1	16	1.3	-11
Cc1c(N=N/C(C(=O)Nc2ccccc2)=C(/O)c2ccccc2)c(=O)n(-c2ccccc2)n1C	-17	-12	-7	-12	-0.3	0.3	18	2.4	12
Cc1ccc(S(=O)(=O)NCC(=O)OCC(=O)c2cccs2)cc1	3	-4	-9	-1	0.3	-0.3	11	0.7	5
O=C(C[C@H]1C(=O)N(Cc2cccnc2)C[C@@H]1Cc1ccccc1)Nc1ccccc1	/	5	/	/	/	0.8	-6	/	-11
COc1cc(/C=C(/C#N)c2ccccc2F)ccc1OCc1ccccc1	-7	4	15	-10	4.5	0.1	1	2.9	6
Cc1noc(C)c1S(=O)(=O)N(CC(=O)NCc1ccccc1)c1ccc(C(C)C)cc1	-18	1	1	1	-1.8	-0.2	-12	-1.5	10
Clc1ccc(COc2ccccc2CNCc2cccnc2)cc1	-28	10	5	-4	2.6	0.6	-16	1.1	2
CCN(CC(=O)Nc1ccc(S(=O)(=O)N2CCCC2)cc1)CC(=O)Nc1ccccc1C(F)(F)F	0	-9	/	-7	3.9	3.0	10	5.0	4

Individual results from above.
Cc1cnc2cc(Cl)c(Cl)cc2n1 in OXTR agonist is listed with 0.1
C=CCNc1nc(Cl)nc(Nc2ccc(OC)cc2)n1 in M1 ag parental is listed with -0.6
Cc1ccc(S(=O)(=O)NCC(=O)OCC(=O)c2cccs2)cc1 in M1 ag parental is listed with -0.3
Clc1ccc(COc2ccccc2CNCc2cccnc2)cc1 in CHO-K1 Ca PAM is listed with -16
CCN(CC)S(=O)(=O)c1ccc(C(=O)NNC2=NS(=O)(=O)c3ccccc32)cc1 in OXTR agonist is listed with 1.2
CCN(CC(=O)Nc1ccc(S(=O)(=O)N2CCCC2)cc1)CC(=O)Nc1ccccc1C(F)(F)F in M1 ag parental is listed with 3.0

Record cards, from the list above.
`Cc1cnc2cc(Cl)c(Cl)cc2n1` reads CHO parental Ca = 1; CHO-K1 Ca antag = -4; GPR7 antagonist = -5; OXTR potentiator = -7; OXTR agonist = 0.1; M1 ag parental = 0.6; CHO-K1 Ca PAM = 18; V1aR counter = -0.7; TAAR1 antagonist = -12
`CCn1c(SCC(=O)Nc2nccs2)nnc1-c1ccncc1` reads CHO parental Ca = 3; CHO-K1 Ca antag = 6; GPR7 antagonist = 1; OXTR potentiator = -6; OXTR agonist = 0.4; M1 ag parental = 0.0; CHO-K1 Ca PAM = -4; V1aR counter = 0.4; TAAR1 antagonist = 4

Arranged by value in TAAR1 antagonist (lowest first): 3 from the list above
SMILES,TAAR1 antagonist
CN1OC[C@@H]2CN(S(=O)(=O)c3cccc(C(F)(F)F)c3)[C@H](c3ccc(N4CCCCC4)cc3)C[C@@H]21,-16
Cc1ccccc1OCC(=O)NCCN(C)C,-8
COc1ccc(C(=O)COC(=O)c2ccc3c(c2)NC(=O)CS3)c(OC)c1,37

From PubChem
